Bioassay records: PubChem, National Center for Advancing Translational Sciences (NCATS)
KCNH2 3.1 block = blocks the human KCNH2 3.1 channel isoform. U2OS KCNH2 3.1, thallium flux FluxOr; hits give low values. activity change, % (tested at about 1.8 µM). 0.95% of 340,000 active. AID 720553;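 active = maximum activity change below -70%; inconclusive = maximum activity change from -70% to -50%; inactive = maximum activity change above -50%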;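 note: thallium influx rate constant from kinetic fluorescence after stimulation buffer; % is set by controls: 0 for no effect and ±100 for the full control effect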
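Normalized rate constant (relative to positive and negative DMSO controls) derived from a 2 min kinetic fluorescence read after stimulation; U2OS cells expressing the 3.1 isoform via virus at 1.77 x 10^8 /mL.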
TRPV1 ag = agonists of human vanilloid receptor 1 (TRPV1). TRPV1-expressing cells, Fluo-8 calcium influx, agonist mode. Q8NER1. 0.19% of 320,000 active. activation, % at 8.33 µM; in the data active = activation above about 80%; inconclusive = between about 30% and that limit; note: 0% is about no effect
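Cells expressing TRPV1 were dye-loaded with Fluo-8 and read kinetically: 10 s baseline, 3 min after compound (agonist portion), then 2 min after EC20 capsaicin (allosteric enhancer portion). Calcium-bound dye fluorescence at 480/520 nm.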
MBNL1-CUG inh = inhibitors of human MBNL1 binding to CUG repeat RNA; Potency, µM (top dose mostly 57.5 µM), for inactives: top-dose activity change, negative = inhibition, usual class: inhibitors; AID 2675; Q9NR56; 0.036% of 280,000 active; TR-FRET MBNL1-His/biotin-(CUG)12 binding, 665/545 ratio; active = well fitted inhibition curve with a large enough effect in the signal ratio, with a control signal flat, not every such curve was filed as active; inconclusive = small, poorly fitted or top-dose-only effect, or effect the other way, or a change in a side signal; inactive = no such curve, though single readings can be large or run the other way; the % refers to the signal ratio; note: potency is the fitted concentration of half-maximal effect; % is set by controls: 0 for no effect and ±100 for the full control effect
Target sequence (Q9NR56 whole entry, looked up): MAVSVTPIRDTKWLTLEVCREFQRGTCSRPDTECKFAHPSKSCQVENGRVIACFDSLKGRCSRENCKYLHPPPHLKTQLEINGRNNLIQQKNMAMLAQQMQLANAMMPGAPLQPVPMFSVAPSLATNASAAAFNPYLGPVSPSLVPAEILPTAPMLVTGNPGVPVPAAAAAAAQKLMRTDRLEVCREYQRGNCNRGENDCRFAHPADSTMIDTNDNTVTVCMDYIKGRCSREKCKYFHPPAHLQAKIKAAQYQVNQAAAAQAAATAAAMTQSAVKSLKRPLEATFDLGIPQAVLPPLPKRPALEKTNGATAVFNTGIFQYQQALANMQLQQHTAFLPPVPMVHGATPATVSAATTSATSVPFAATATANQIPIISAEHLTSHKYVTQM
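Inhibition of protein-RNA binding appears as loss of TR-FRET between terbium anti-His antibody on MBNL1-His and streptavidin-XL665 on biotin-(CUG)12. Activity is normalized to buffer-only and uninhibited-complex controls.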
AT treatment = candidate therapy for ataxia-telangiectasia; AID 485349; Potency, µM (titrated, usually from 57.5 µM), for inactives: at the highest dose activation, usual class: activators; 0.19% of 320,000 active; […] A-T fibroblasts, KAP-1 phosphorylation AlphaLISA; neocarzinostatin DNA damage 30 min before lysis; note: potency is the fitted concentration of half-maximal effect; % of control where 0% means no effect; nearly all actives have a fitted effect of over 45% in size
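hTERT-immortalized A-T patient fibroblasts ([…]), 500 cells/well in OPTI-MEM, 1% FBS, got compounds for 60 min, then NCS for 30 min at 37C. Lysates were then assayed for phospho-KAP-1 by AlphaLISA (anti-pKAP1 donor, anti-KAP1 acceptor beads), 6 hr at 25C.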
CXXC DNA block = MLL CXXC-DNA interaction inhibition; Q03164; MLL-CXXC / FITC-HOXA9 DNA fluorescence polarization; Potency, µM (highest dose often 115 µM), inactives show at the highest dose activity change, negative = inhibition, most hits filed as inhibitors; 0.037% of 290,000 active; active = well fitted inhibition curve with a large enough effect in the polarisation, with a control signal flat, not every such curve was filed as active; inconclusive = small, poorly fitted or top-dose-only effect, or effect the other way, or a change in a side signal; inactive = no such curve, though single readings can be large or run the other way; the % refers to the polarisation; note: potency is the fitted concentration of half-maximal effect
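Purified MLL-CXXC (added from a 7 uM solution) was preincubated 5 min at ambient with pinned compounds in 50 mM Tris-HCl pH 7.5, 50 mM NaCl, 1 mM DTT, 0.05% BSA. Fluorescein-labeled HOX-A9 DNA (50 nM solution) followed, 30 min, then polarization read.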
GALK inhibitor = blocks human galactokinase activity; 0.007% of 270,000 active; P51570; AID 1868; Potency, µM (series often up to 57.5 µM), without a hit: at the highest dose activity change, negative = inhibition, most hits filed as inhibitors; Purified GALK, Kinase-Glo residual ATP luminescence; note: potency is the fitted concentration of half-maximal effect; % is set by controls: 0 for no effect and ±100 for the full control effect
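Luminescence from leftover ATP (Ultra-Glo luciferase/luciferin) served as read-out after a 1 h room-temperature reaction of 5 nM GALK with 35 uM ATP and 100 uM galactose.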
Integrin act MD = activates integrin-mediated alleviation for muscular dystrophy; alpha7betagal myoblasts, beta-gal FDG fluorescence, 48 h; Potency, µM (doses to about 38.3 µM), inactives show at the highest dose activation, hits mostly activators; 0.064% of 350,000 active; AID 624291;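 note: potency is the fitted concentration of half-maximal effect; 100% = response of the positive control SU9516; nearly all actives have a fitted effect of over 60% in size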
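alpha7betagal+/- myoblasts (passage 13, 250/well) treated 48 h at 37C with compounds at 1:260 dilution of DMSO stock. Lysed, then beta-galactosidase activity read as FDG fluorescence (ex 480/em 540) after 30 min, with pre-read for autofluorescence.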
hERG WT inh = KCNH2 (human, wildtype) channel inhibition. Q12809. U2OS, BacMam KCNH2, thallium flux FluxOr; hits give low values. activity change, % at 1.84 µM. 0.37% of 340,000 active. AID 720551;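 active = maximum activity change below -70%; inconclusive = maximum activity change between -70% and -50%; inactive = maximum activity change above -50%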; note: % is set by controls: 0 for no effect and ±100 for the full control effect
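U2OS cells transduced with wild-type KCNH2 virus are loaded with FluxOr dye for 45 min, and thallium flux is measured in kinetic reads before and after stimulation buffer. Rate constants are normalized to DMSO controls.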
ASM inhibitor = human S-ASM enzyme inhibition; placental ASM, HMU-PC fluorogenic substrate, 60 min; 0.006% of 340,000 active; Potency, µM (doses to about 57.5 µM), for the others: at the highest dose activity change, negative = inhibition, hits mostly inhibitors; AID 504937; note: potency is the fitted concentration of half-maximal effect
Target sequence (P17405 47-631 limits assumed): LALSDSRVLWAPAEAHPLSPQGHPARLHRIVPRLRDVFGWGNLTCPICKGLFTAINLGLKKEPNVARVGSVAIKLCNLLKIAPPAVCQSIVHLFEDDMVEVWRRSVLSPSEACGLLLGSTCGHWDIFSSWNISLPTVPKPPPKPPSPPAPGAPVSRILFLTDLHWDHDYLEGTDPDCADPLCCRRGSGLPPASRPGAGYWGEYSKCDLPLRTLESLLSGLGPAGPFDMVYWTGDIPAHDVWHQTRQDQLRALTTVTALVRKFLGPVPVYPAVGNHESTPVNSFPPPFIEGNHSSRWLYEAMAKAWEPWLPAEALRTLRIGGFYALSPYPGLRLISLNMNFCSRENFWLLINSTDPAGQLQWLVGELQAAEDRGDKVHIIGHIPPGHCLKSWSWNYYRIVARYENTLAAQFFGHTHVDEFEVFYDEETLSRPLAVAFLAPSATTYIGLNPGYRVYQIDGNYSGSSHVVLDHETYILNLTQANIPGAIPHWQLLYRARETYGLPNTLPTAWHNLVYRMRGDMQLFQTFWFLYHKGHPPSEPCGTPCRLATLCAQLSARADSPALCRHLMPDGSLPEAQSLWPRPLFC
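Human placenta-derived ASM preincubated with compound 10 min at room temperature, then reacted with 9 uM (final) fluorogenic HMU-PC substrate for 60 min at 37 C. Stop solution raises pH to 10; fluorescence read at Ex 386/Em 447 nm.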
FBPA coupling cs = coupling enzyme interference in Giardia aldolase counter-screen; coupling enzyme system counterscreen, AmpLite Red fluorescence; activity change, negative = inhibition, % at 58.2 µM, hits read low; 0.67% of 290,000 active; AID 2472; in the data active = activity change below about -30%; note: % is set by controls: 0 for no effect and ±100 for the full control effect
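First, compound is pin-transferred into glyceraldehyde-3-phosphate coupling-enzyme reagent at 57.5 uM final and held 10 min at RT. Next, substrate, coupling system and AmpLite Red are added. After 20 min RT, fluorescence (525/598 nm) is read.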
An asterisk follows results filed as active; u = inconclusive; x = not tested or not shown; [ ] = remark or other dose. Unless noted, calls come from the whole dose curve; as a rule, active = well fitted curve in the direction sought with a large enough effect; inconclusive = small, poorly fitted or top-dose-only effect, or another doubt; inactive = no such curve, though single readings can be large; an effect the other way counts as inactive or inconclusive. An unsorted share of the library; overall some 2% were active at least once.

Under each structure: Integrin act MD, GALK inhibitor, MBNL1-CUG inh, FBPA coupling cs, TRPV1 ag, ASM inhibitor, KCNH2 3.1 block, AT treatment, hERG WT inh, CXXC DNA block
- CSc1ccc(Cl)c(C(=O)OCC(=O)N2CC(C)OC(C)C2)c1 (configuration not stated)
 : 23%, 0%, -9%, 0, 3, 1%, -1, -3%, -7, -1%
- Clc1ccc(/C=N/N2CCCCC2)cc1
 : 3%, 3%, 5%, 0, -7, -2%, -3, 11%, -2, 27%
- O=C(Cn1c(=O)oc2ccccc21)c1ccccc1
 : -7%, 1%, -4%, 0, 5, -1%, 4, 3%, 17, 0%
- O=C(C(=O)N1CCCC1CO)N1CCCC1CO (configuration not stated)
 : -2%, 4%, -4%, -6, -2, 2%, 11, 14%[11.5 µM], 5, -6%
- O=[N+]([O-])c1cc2oc3c(c2c(C=NCc2ccncc2)c1O)CCCC3
 : 9%, 1%, x, -32*, -1, -2%, -4, -3%, -8, -29%
- O=C(NCc1cccc(C(F)(F)F)c1)C1CC(c2ccc(C(F)(F)F)cc2)=NO1 (configuration not stated)
 : -11%, 2%, -9%, -6, 20, -2%, 5, 10%, 2, -2%
- COc1ccc(C(=O)OCC(=O)c2cc(C)n(CC3CCCO3)c2C)cc1[N+](=O)[O-] (configuration not stated)
 : -6%, x, x, x, -4, -5%, -18, -9%, -3, x
- O=[N+]([O-])c1ccc(-c2csc(Nc3ccccc3)[n+]2Cc2ccccc2)cc1
 : 28%, -2%, 2%, 0, -5, -8%, -23, -1%, -5, -6%
- O=c1oc2cc([N+](=O)[O-])ccc2nc1/C=C(\O)c1cccc(Br)c1
 : 5%, -2%, u, 7, 2, -4%, 13, -3%, 0, -1%
- Cc1[nH]c2ccccc2c1C(=O)CSC(=S)N1CCOCC1
 : -10%, x, 2%, -7, 5, -2%, 10, 8%, -7, 34%[activator]

Entries of single compounds from above. Order of screens: Integrin act MD	GALK inhibitor	MBNL1-CUG inh	FBPA coupling cs	TRPV1 ag	ASM inhibitor	KCNH2 3.1 block	AT treatment	hERG WT inh	CXXC DNA block
Cc1[nH]c2ccccc2c1C(=O)CSC(=S)N1CCOCC1 is entered as -10%	x	2%	-7	5	-2%	10	8%	-7	34%[activator]
O=[N+]([O-])c1cc2oc3c(c2c(C=NCc2ccncc2)c1O)CCCC3 is entered as 9%	1%	x	-32*	-1	-2%	-4	-3%	-8	-29%

Continued:
Under each structure: Integrin act MD, GALK inhibitor, MBNL1-CUG inh, FBPA coupling cs, TRPV1 ag, ASM inhibitor, KCNH2 3.1 block, AT treatment, hERG WT inh, CXXC DNA block
- COc1ccc(N(C(=O)c2cccnc2)S(=O)(=O)c2cccc([N+](=O)[O-])c2)cc1
 : 11%, -2%, u, 0, -5, 3%, -18, 6%, -4, -10%
- Fc1ccc(Nc2nc(N3CCOCC3)c3ccccc3n2)cc1
 : -16%, 1%, 7%, -3, 9, 35%[activator], -4, 22%, 8, -6%
- COc1ccc(C(=O)NCC(=O)N/N=C/c2cn(C)c3ccccc23)cc1OC
 : -6%, -4%, 0%, x, -1, -6%, -26, 8%, -33, -2%
- COC(=O)c1cccc(NC(=O)C2COc3ccccc3O2)c1C (configuration not stated)
 : 0%, 3%, -6%, 0, 1, 1%, -4, 6%, -19, -4%
- COc1cccc(/C=C2\SC(=O)N(CCC(=O)NNC(=O)c3cccc(Cl)c3)C2=O)c1
 : 4%, 1%, u, -2, 1, -2%, -6, 9%, 10, 5%
- CCOc1ccc(-c2[nH]ncc2-c2ccccc2)c(O)c1
 : 8%, -2%, -5%, x, 12, 4%, 10, 1%, -22, -10%
- Cc1cc(Br)ccc1NC(=O)CNC(=O)CSc1nccn1C
 : -13%, x, x, x, x, 4%, 0, -1%, 27, x
- CCCN(C(=O)COC(=O)CCOc1ccccc1)c1c(N)n(Cc2ccccc2)c(=O)[nH]c1=O
 : 13%, x, x, x, -4, -4%, 12, 16%, 0, x
- Cc1ccc(C(=O)NCc2ccccn2)c(Cl)c1
 : -7%, 0%, 6%, 4, 2, -2%, -2, -1%, -7, 15%
- CCCCNC(=S)NC(=O)c1ccccc1Br
 : -16%, 5%, -10%, 2, 14, 1%, 21, -5%, -9, -4%
- COc1ccc(C(OC(=O)c2ccco2)C(=O)NCc2ccc(C)cc2)cc1 (configuration not stated)
 : 19%, x, -6%, 3, 1, -13%, -1, 3%, 1, -3%
- COC(=O)c1cc(S(=O)(=O)NCCCc2ccco2)c[nH]1
 : -19%, 0%, -4%, 2, 0, -2%, -1, 6%, 9, 2%
- Cc1ccnc2nc(C(=O)N3CCN(c4ccc(F)cc4)CC3)nn12
 : -23%, 2%, -10%, 0, 0, 0%, 4, -4%, -4, 10%
- Cn1nc2c(c1C(=O)N1CCCC(C(=O)c3cc(F)ccc3F)C1)CCCC2 (configuration not stated)
 : -9%, 0%, -19%, 2, 12, -1%, -4, 1%, 5, 7%
- Cc1nc(CCNC(=O)CC2C(=O)NCCN2CC(C)C)nc2c1CCC2 (configuration not stated)
 : -3%, 4%, 3%, x, 1, 32%[activator], 0, -3%, 1, 11%
- CCSc1nnc(NC(=O)Cn2cnc3c2c(=O)n(C)c(=O)n3C)s1
 : 4%, 12%, -3%, -5, -1, 2%, -25, -2%, 0, 2%
- CC(=O)Nc1ccc(C(=O)Nc2ccc3c(c2)OCO3)cc1
 : -1%, 6%, -3%, 1, -1, 1%, -4, 12%, -5, 3%
- CN(CC(=O)Nc1ccc(Cl)c(C(F)(F)F)c1)C(=O)CCN1C(=O)C2CC=CCC2C1=O (configuration not stated)
 : -19%, x, x, x, -2, -7%, -9, 1%, -3, x
- COc1ccc(-c2ccc(-c3noc(C)n3)c(OC)n2)cc1
 : 15%[7.66 µM], -2%, 32%[activator], 1, u, 10%, 15, 4%, 4, 6%
- Cc1ccc2c(c1)nnn2C1CCN(CC(=O)NCCc2ccccc2)CC1
 : -4%, -2%, -4%, 0, x, 6%, -35, 9%, -6, -1%
- C[C@H](CO)N1C[C@H](C)[C@@H](CN(C)Cc2ccccc2)Oc2c(NS(=O)(=O)c3cn(C)cn3)cccc2C1=O
 : 6%, x, x, x, x, -6%, -24, -1%, 1, x
- Cc1ccc(C(=O)Nc2ccc(S(=O)(=O)N3CCc4ccccc4C3)cc2)o1
 : -7%[7.66 µM], -1%, -2%, 3, u, -7%, -11, 12%, 0, 26%
- Cc1ccc(/C=N/NC(=O)c2nnn(-c3nonc3N)c2-c2ccccc2)o1
 : -11%, 1%, u, -8, 8, -2%, 3, -5%, -6, -5%
- CC(=O)N(Cc1ccc(F)cc1)C1=C(NCc2ccccc2)C(=O)c2ccccc2C1=O
 : -70%[inhibitor], 1%, u, -55*, 7, 47%[activator], -24, 16%, 0, 4%
- Cc1nc(SCn2nnc3ccccc3c2=O)nc(C)c1C
 : -18%, 5%, 8%, 5, 7, -1%, 5, -7%, 1, 5%
- O=C(OCC(O)COc1ccccc1)c1ccc([N+](=O)[O-])cc1 (configuration not stated)
 : 22%, 0%, u, 0, 7, 2%, -2, 0%, 2, 0%
- COc1cccc(NC(=O)C(=O)NCC2CCCN2S(=O)(=O)c2ccccc2)c1 (configuration not stated)
 : -7%, x, x, x, -4, -3%, 45, -3%, -4, x
- CCOc1ccc(C(=O)NCC(=O)OCc2c(F)cccc2Cl)cc1
 : 16%, 2%, x, 3, 16, -2%, 9, 2%, -1, 6%
- CCOC(=O)C1CCCN(C(=O)c2cccc([N+](=O)[O-])c2C)C1 (configuration not stated)
 : 17%, 1%, 14%, -1, -5, -3%, 4, 12%, -17, -11%
- Cc1nnc(NC(=O)CSc2ncnc3scc(-c4ccccc4)c23)s1
 : u, 7%, 58%[activator], 12, x, -2%, -2, -5%, -11, 5%
- COC(=O)c1ccc(C2C(Oc3ccccc3)C(=O)N2CCc2ccc(OC)c(OC)c2)cc1 (configuration not stated)
 : u, 6%, 2%, 0, 6, 6%, 8, 0%, 48, 6%
- CCn1c(C)cc(/C=C2/NC(=O)N(CC(=O)Nc3cccc(C)c3)C2=O)c1C
 : 28%, 0%, 16%, 0, -2, 23%, 0, 4%, 4, 4%
- COc1ccc(NC(=O)c2ccco2)cc1NC(=O)c1c(F)c(F)c(OC)c(F)c1F
 : 12%, 0%, 2%, 0, 7, 1%, 0, 1%, 4, 10%
- O=C(Nc1nnc(-c2ccccc2)o1)NC1CCCCC1
 : -13%, 7%, -15%, 1, u, 0%, -3, 1%, 0, -6%
- CN(C)C(=O)c1ccc(-n2cnc3ccccc3c2=O)cc1
 : -24%, 4%, -7%, 0, -3, 5%, 11, 1%, -1, 27%
- CC1CCCN(C(=O)Cc2cccc3ccccc23)C1 (configuration not stated)
 : -1%, -5%, -8%, 10, 15, 8%, -10, 12%, 20, -3%
